Source: PubChem BioAssay
Tau fibril FP – qHTS for Inhibitors of Tau Fibril Formation, Fluorescence Polarization | Potency, µM (highest dose often 57.7 µM), without a hit: at the top dose activity, negative = inhibition, usual class: inhibitors | K18 P301L tau heparin fibrillization, Alexa594 FP, 6 h | AID 1468, 2008 | hit rate 0.39% among 280,000; further: nearly all actives have a fitted effect of over 55% in size
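Quantitative HTS format: compounds meet 15 uM recombinant K18 P301L tau and Alexa 594-tau tracer in 100 mM sodium acetate pH 7; 20 uM heparin triggers fibrillization at 37 C over 6 hr; FP gives the signal.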
L3MBTL1 inh – qHTS Assay for the Inhibitors of L3MBTL1 | Lethal(3)malignant brain tumor-like protein 1 (Homo sapiens), Q9Y468 | AlphaScreen L3MBTL1–H3K9me1 peptide binding | Potency, µM (series often up to 57.1 µM), inactives show at the top dose activity, negative = inhibition, hits mostly inhibitors | hit rate 0.66% among 230,000 | AID 485360, 2010; further: nearly all actives have a fitted effect of over 60% in size
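AlphaScreen proximity signal between nickel-chelate acceptor and streptavidin donor beads (final 10 ug/mL) reports binding of 50 nM L3MBTL1 to 75 nM biotin-H3 K9me1 peptide; complex incubated with compounds 30 min at room temperature; cefsulodin titration as control.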
RECQ1 helicase – qHTS Assay for Inhibitors of RecQ-Like Dna Helicase 1 (RECQ1) | RECQ1 DNA unwinding, red fluorescence kinetic read | ATP-dependent DNA helicase Q1 (Homo sapiens), P46063 | hit rate 0.54% among 240,000 | Potency, µM (titrated, usually from 57.3 µM), for the others: at the highest dose activity, negative = inhibition, actives largely listed as inhibitors;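 further: plate controls were vehicle for no effect and no enzyme for full effect; nearly all actives have a fitted effect of over 30% in size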
Target sequence (P46063 whole entry, looked up): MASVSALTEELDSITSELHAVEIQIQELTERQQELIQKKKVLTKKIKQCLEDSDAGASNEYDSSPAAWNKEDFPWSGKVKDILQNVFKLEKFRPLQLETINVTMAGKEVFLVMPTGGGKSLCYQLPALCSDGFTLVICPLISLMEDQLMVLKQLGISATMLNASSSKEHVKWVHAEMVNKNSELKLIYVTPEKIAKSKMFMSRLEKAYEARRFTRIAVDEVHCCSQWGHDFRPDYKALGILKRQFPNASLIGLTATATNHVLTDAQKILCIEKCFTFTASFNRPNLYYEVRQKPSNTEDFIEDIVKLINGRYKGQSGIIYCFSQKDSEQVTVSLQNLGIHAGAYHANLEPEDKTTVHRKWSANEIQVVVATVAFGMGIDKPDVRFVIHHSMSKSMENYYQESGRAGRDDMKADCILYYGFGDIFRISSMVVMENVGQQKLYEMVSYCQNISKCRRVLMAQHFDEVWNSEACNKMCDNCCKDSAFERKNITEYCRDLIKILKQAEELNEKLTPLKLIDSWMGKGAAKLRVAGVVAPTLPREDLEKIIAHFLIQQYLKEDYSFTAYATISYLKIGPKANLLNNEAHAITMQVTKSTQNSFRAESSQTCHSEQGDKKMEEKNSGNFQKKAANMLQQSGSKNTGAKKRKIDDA
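50 nM RECQ1T1 preincubated 15 min with compound in Tris pH 8.0 buffer with MgCl2, DTT, Tween-20 and 2.5 ug/ml poly(dI-dC); started with 200 nM TAMRA/BHQ-2 forked duplex and 2 mM ATP. Unwinding read as fluorescence (525/598 nm), two reads 2 h apart.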
GoLoco inh red – qHTS Assay for Inhibitors of RGS12 GoLoco Motif Activity (Red Fluorophore). Guanine nucleotide-binding protein G(i) subunit alpha-1 (Homo sapiens), P63096. Gai1:RGS12 GoLoco peptide FP, rhodamine, 10 min. Potency, µM (titrated, usually from 61.6 µM), for the others: at the top dose activity, negative = inhibition, hits mostly inhibitors. hit rate 0.44% among 230,000. AID 880, 2007; active means well fitted inhibition curve with a large enough effect, not every such curve was filed as active; inactive means no such curve, though single readings can be large or run the other way; further: nearly all actives have a fitted effect of over 30% in size; many of its hits are not listed in these tables
Target sequence (P63096 whole entry, looked up): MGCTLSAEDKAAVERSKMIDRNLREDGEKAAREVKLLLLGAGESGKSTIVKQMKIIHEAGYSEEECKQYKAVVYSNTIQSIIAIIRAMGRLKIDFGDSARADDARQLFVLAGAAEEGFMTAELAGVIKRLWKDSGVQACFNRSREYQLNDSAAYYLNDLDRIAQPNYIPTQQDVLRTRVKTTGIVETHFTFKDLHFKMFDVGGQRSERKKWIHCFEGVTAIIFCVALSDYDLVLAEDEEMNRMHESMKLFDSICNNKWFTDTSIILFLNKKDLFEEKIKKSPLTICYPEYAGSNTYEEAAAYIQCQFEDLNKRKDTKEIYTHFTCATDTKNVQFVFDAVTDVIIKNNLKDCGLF
TRb SRC2 PPI – qHTS for Inhibitors of the Interaction of Thyroid Hormone Receptor and Steroid Receptor Coregulator 2; TRbeta-SRC2 peptide binding, fluorescence polarization; receptor liganded with 1 µM T3; Potency, µM (doses to about 106 µM), for inactives: at the top dose activity change, negative = inhibition, actives largely listed as inhibitors; Thyroid hormone receptor beta (Homo sapiens), P10828; hit rate 0.065% among 280,000;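 further: plate controls were bound peptide for no effect and peptide without receptor for full effect; nearly all actives have a fitted effect of over 50% in size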
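A fluorescence polarization screen tested compounds at multiple concentrations against complex formation between 0.6 uM TRb ligand-binding domain and 20 nM Texas Red SRC2 peptide, with 1 uM T3 present; readout after 5 hr.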
JMJD2E inh – qHTS Assay for Inhibitors of Human Jumonji Domain Containing 2E (JMJD2E); Lysine-specific demethylase 4E (Homo sapiens), B2RXH2; JMJD2E catalytic domain, FDH-coupled NADH fluorescence (FDH is formaldehyde dehydrogenase); Potency, µM (series often up to 57.1 µM), inactives show top-dose activity change, negative = inhibition, usual class: inhibitors; hit rate 1.6% among 230,000; active means well fitted inhibition curve with a large enough effect, not every such curve was filed as active; inconclusive means small, poorly fitted or top-dose-only effect, or another doubt; inactive means no such curve, though single readings can be large or run the other way;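 further: 0% = wells with enzyme and -100% = buffer wells without enzyme; nearly all actives have a fitted effect of over 50% in size; many of its hits are not listed in these tables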
TR SRC2 fluor cs – Total Fluorescence Counterscreen for Inhibitors of the Interaction of Thyroid Hormone Receptor and Steroid Receptor Coregulator 2 | TRb/SRC2 Texas Red total fluorescence interference | Potency, µM (highest dose often 106 µM), for the others: at the top dose fluorescence change, negative = quenching | hit rate 0.29% among 280,000 | AID 1479, 2009; active means well fitted curve in either direction with a large enough effect; inconclusive means small, poorly fitted or top-dose-only effect
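Flags fluorescent or light-absorbing compounds by total fluorescence, S + 2P, at 555 nm excitation and 632 nm emission. Mixture: 20 nM Texas Red SRC2 peptide, 0.6 uM human TRb LBD, 1 uM T3, 5% DMSO; compound exposure 5 h at ambient temperature.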
Tau ThT inhib – qHTS for Inhibitors of Tau Fibril Formation, Thioflavin T Binding. recombinant tau K18 P301L (four-repeat tau fragment), heparin-induced fibrillization, ThT fluorescence. hit rate 2.1% among 270,000. Potency, µM (series often up to 57.4 µM), without a hit: at the top dose activity, negative = inhibition, most hits filed as inhibitors. Microtubule-associated protein tau (Homo sapiens), P10636; further: nearly all actives have a fitted effect of over 55% in size
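Heparin-induced fibrillization of the P301L-mutant K18 repeat-domain fragment of human tau was followed by ThT binding in quantitative high-throughput format.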
* hit, by the source's call; i = inactive; ? = inconclusive; / = not tested or not shown; & = joins results of further samples; [ ] = another dose, or the depositor's remark. Unless noted, the call rests on the fitted dose curve; in most records, active means well fitted curve in the direction sought with a large enough effect; inconclusive means small, poorly fitted or top-dose-only effect, or another doubt; inactive means no such curve, though single readings can be large; an effect the other way counts as inactive or inconclusive. Unless noted, on the % scale 0 is the no-effect control and ±100 the full control effect; potency means the concentration at half of the fitted maximal effect.

Values run as follows: Tau fibril FP | Tau ThT inhib | TR SRC2 fluor cs | JMJD2E inh | GoLoco inh red | RECQ1 helicase | L3MBTL1 inh | TRb SRC2 PPI
- CCn1cc(C(=O)N2CCN(c3ccc(C)cc3)C(C)C2)c(=O)c2cc(S(=O)(=O)N3CCCC3)ccc21 (stereo unspecified)
  -7% | -7% | -2% | / | / | / | / | -7%
- C#CCNC(=O)C1=C[C@H](c2coc3ccccc3c2=O)C[C@H](OCCCCO)O1
  -2% | -8% | 0% | 2% | 6% | -5% | 3% | -2%
- CCCC(=O)Nc1nnc(CC(=O)OCC)s1
  -2% | -6% | -3% | 8% | 4% | -10% | / | -4%
- C#CCOCCOCCOCCNc1nc(N2CCN(C(=O)[C@H](CCCCN)n3cc([C@@H](N)C(C)CC)nn3)CC2)nc(N2CCN(C(=O)[C@H](CCCCN)n3cc([C@@H](N)CO)nn3)CC2)n1 (stereo partly specified)
  0% | -2% | -3% | 20µM* | 4% | 7% | ? | 0%
- CCN(CC)C(=S)Oc1c(Cl)cccc1Cl
  -8% | -3% | -6% | -3% | 0% | i | 27% | -3%
- O=C(Nc1nnc(-c2ccc(F)cc2)s1)C1CCN(S(=O)(=O)c2ccc(Cl)cc2)CC1
  2% | 6% | 0% | -1% | -2% | -1% | 6% | -2%
- O=C(O)c1nc(-c2ccccc2)n(-c2cccc(C(F)(F)F)c2)n1
  2% | -9% | 1% | -12% | 9% | -8% | / | -7%
- Cc1ccccc1OCC(=O)NC(Cc1c[nH]c2ccccc12)C(=O)O (stereo unspecified)
  1% | -14% | -2% | -3% | 7% | i | 2% | 3%
- Cc1cc(C)c(S(=O)(=O)n2c([N+](=O)[O-])cnc2C)c(C)c1
  1% | 10% | -2% | 0% | -1% | -5% | 11% | 7%
- COc1cccc2cc(C(=O)Nc3ccc(S(=O)(=O)NCC4CCCO4)cc3)c(=O)oc12 (stereo unspecified)
  -7% | / | -2% | ? | 8% | 1% | / | -4%
- Cc1ccc(-c2cn3nc(N4CCCC(C(=O)Nc5ccc(F)cc5)C4)sc3n2)cc1 (stereo unspecified)
  -11% | ? | -2% | / | / | / | / | 0%
- COC(=O)c1nc(NC(=O)C(C)(C)C)n[nH]1
  12% | ? | 1% | 0% | -16% | -5% | -1% | 0%
- COc1ccc(Cl)cc1NC(=O)C(C)NC(c1ccccc1)c1ccccc1 (stereo unspecified)
  -9% | -7% | -5% | -2% | / | -1% | 14% | -4%
- CC1(O)C(=O)C=C2C=C3CCCN3C=C2C1=O (stereo unspecified)
  -16%[11.6 µM] | ? | 0%[11.2 µM] | / | / | -3%[11.5 µM] | / | 3%[11.2 µM]
- CN(C)S(=O)(=O)c1ccc(Cl)c(NC(=O)COC(=O)c2ccc3c(c2)NC(=O)CS3)c1
  -15% | -20% | -1% | -13% | 35%[activator] | -2% | -6% | 7%
- Cc1nc2ccc(S(=O)(=O)N(C)CC(=O)Nc3cccc(C(F)(F)F)c3)cc2s1
  ? | 2% | -1% | / | / | / | / | 5%
- Cc1ccc(-c2noc(-c3ccccc3Br)n2)cc1
  -7% | -15% | 0% | -4% | 4% | i | 65%[activator] | -1%
- Cc1oc(-c2ccccc2F)nc1CS(=O)(=O)CC(=O)N1CCN(c2ccccc2)CC1
  4%&4% | ? | -6%&-1% | 1% | -5% | -13% | / | 1%&0%
- CSCCC1NC(=O)NC1=O (stereo unspecified)
  -5% | 2% | -1% | 0% | 3% | -6% | 2% | -9%
- CCc1ccc(-c2csc(NC(=O)C3CC(=O)N(c4ccc5c(c4)OCCO5)C3)n2)cc1 (stereo unspecified)
  8% | -12% | -3% | 8% | 12% | -12% | -19% | -3%
- CN=c1sc2ccccc2n1CC(O)COc1ccccc1 (stereo unspecified)
  2% | -5% | -6% | -15% | 0% | i | 3% | 1%
- CC12CCC(C(=O)N/N=C/c3ccc(O)cc3O)(OC1=O)C2(C)C (stereo unspecified)
  -3% | -13% | 1% | 25µM* | 8% | -1% | -21% | -6%
- CSCCNC(C)=O
  5% | -1% | 3% | 5% | 6% | i | / | -12%
- Cc1ccc(-c2nnc(Nc3ccc(CC(N)=O)cc3)c3ccccc23)cc1S(=O)(=O)NCC1CCCO1 (stereo unspecified)
  3% | -6% | -6% | -7% | 0% | -1% | -9% | -5%
- CCOc1ccccc1/C=C(/NC(=O)c1ccccc1)C(=O)NCC(=O)O
  0% | -5% | 0% | -9% | -8% | 11% | 9% | -8%
- COc1ccccc1NC(=O)C(Cc1ccccc1)NS(=O)(=O)c1cccc2nsnc12 (stereo unspecified)
  8% | -3% | -1% | / | / | / | / | 2%
- CC(C)c1nnc(SCC(=O)N2CCN(C(=O)c3ccco3)CC2)n1N
  4% | -6% | -2% | -6% | 2% | -6% | 14% | 0%
- CCOc1ccccc1NC(=O)Cn1nnc2sc3c(c2c1=O)CCC(C(C)(C)C)C3 (stereo unspecified)
  -8% | -8% | 0% | / | / | / | / | 2%
- Cc1ccc2cc(C#N)c(NCCNC(=S)NCCCN3CCOCC3)nc2c1
  10% | ? | -4% | 3% | 17% | -17% | -10% | -1%
- O=C(OCC(=O)N1CCN(C(=O)c2ccco2)CC1)c1ccccc1
  7% | 4% | 0% | 2% | -3% | -1% | -15% | -8%
- CCN(c1ccc(Cl)cc1)S(=O)(=O)c1nnc(NC(=O)C2CCCCC2)s1
  -6% | ? | 7% | / | / | / | / | -4%
- O=C(NCc1nc2ccccc2[nH]1)c1ccc(S(=O)(=O)N2CCOCC2)cc1
  0% | -2% | -5% | ? | 10% | i | 2% | -7%
- CCOc1ccc(NC(=O)CN2C(=O)CCSc3ccc(S(=O)(=O)N4CCCC4)cc32)cc1
  -10% | -9% | -4% | / | / | / | / | -2%
- O=C(CNC(=O)c1ccccc1Br)N/N=C/c1ccc(O)cc1
  2% | -5% | 1% | 10% | -12% | -3% | 4% | 9%
- C=CCn1c(COc2cccc(C)c2)nnc1SCn1nnc2ccccc2c1=O
  10% | 0% | -1% | -5% | 15% | -9% | 3% | -10%
- CC(O)CNCCCOc1cccc(Oc2ccccc2)c1 (stereo unspecified)
  14% | -3% | -1% | ? | 3% | i | 4% | 12%
- Cc1cc(C)n(C(=O)COc2c(C)cccc2C)n1
  2% | 7% | 1% | -6% | -9% | -10% | 6% | -14%
- Cc1ccccc1Cn1cc(NC(=O)CSc2nc3c(c(C(F)(F)F)n2)CCc2ccccc2-3)cn1
  -3% | -9% | -1% | 15% | -8% | -5% | 2% | -6%
- CC1CCn2c(nc3cc(C(=O)NCc4ccccc4)ccc32)C1 (stereo unspecified)
  1% | 4% | -1% | / | / | / | / | -1%
- C/C(=N/NC(=O)CN1CCN(Cc2ccccc2Cl)CC1)c1ccco1
  2% | -7% | -2% | 0% | 4% | 0% | -1% | 5%
- N#C/C(=C\c1ccc(OCc2ccc(Cl)cc2Cl)cc1)c1nc2ccccc2[nH]1
  ? | -6% | 282µM*[quencher] | / | / | / | / | -26%[53 µM]
- CC(=O)Nc1ccc(NC(=O)c2sc3nc4c(c(-c5ccc(C)cc5)c3c2N)CCC4)cc1
  -17% | -9% | 0% | ? | 0% | 13% | 10% | -17%
- CCOC(=O)c1cc(S(=O)(=O)N2CCN(c3ccccc3OC)CC2)[nH]n1
  -7% | 3% | 2% | / | / | / | / | 9%
- CC(C)C(=O)c1cc2c(cc1NC(=O)c1ccccc1)OCCO2
  -7% | 4% | -3% | ? | 6% | 3% | 36%[activator] | -3%
- NS(=O)(=O)c1ccc(NC(=O)COC(=O)/C=C/c2ccc([N+](=O)[O-])cc2)cc1
  2% | -15% | 0% | 2% | 13% | i | 4% | 1%
- CCOC(=O)c1c(N)n(-c2ccc(C)c(C)c2)c2nc3ccccc3nc12
  -8% | -16% | -1% | / | / | / | / | -5%
- CNCCCOc1cccc(OC(C)C)c1
  4% | -14% | 0% | ? | -14% | -13% | / | 3%
- Cc1ccc(NC(=O)CSC2=C(C#N)C(c3ccco3)C3=C(CCCC3=O)N2)cc1 (stereo unspecified)
  3% | -15% | 4% | ? | 111%[activator] | -1% | -18% | 4%
- CCCCCOC(=O)C1=C(C)Nc2nnnn2C1c1ccccc1Cl (stereo unspecified)
  -16% | -18% | 2% | -11% | 6% | i | / | -3%
- O=C(CCNc1cccc(Cl)c1)c1cccs1
  ? | ? | 3% | 1% | 6% | -4% | 0% | -2%

Carrying on:
Values run as follows: Tau fibril FP | Tau ThT inhib | TR SRC2 fluor cs | JMJD2E inh | GoLoco inh red | RECQ1 helicase | L3MBTL1 inh | TRb SRC2 PPI
- CN(Cc1nc(-c2ccncc2)no1)S(=O)(=O)c1ccc(Cl)cc1
  6% | 9% | 2% | -2% | -8% | -18% | / | -5%
- CCN(c1ccc(Cl)cc1)S(=O)(=O)c1nnc(NC(=O)c2ccco2)s1
  -3% | -4% | -8% | / | / | / | / | -4%
- Nc1c(-c2ccc(Cl)cc2)cnn1-c1cccc(C(F)(F)F)c1
  7% | -16% | -3% | -4% | 8% | -9% | 3% | 4%
- Cc1c(NC(=O)CN2CCCC(C)C2)ccc2nsnc12 (stereo unspecified)
  -6% | 0% | -2% | -26% | -32% | -8% | / | -1%
- COc1ccc(OC)c(NC(=O)c2cc3oc4ccccc4c3cc2O)c1
  -8% | ? | -1% | ? | 5% | -11% | -7% | -7%

A few values from the results shown:
TR SRC2 fluor cs, COc1ccc(OC)c(NC(=O)c2cc3oc4ccccc4c3cc2O)c1 → -1%
Tau ThT inhib, CCN(c1ccc(Cl)cc1)S(=O)(=O)c1nnc(NC(=O)c2ccco2)s1 → -4%

Not all compounds are listed; the hit share may differ from the screen's.
